# Screening data (PubChem BioAssay)
# GSH bead fluor – compound fluorescence on glutathione beads, profiling panel, artefact control, biophysical, 488/530 nm, flow cytometry | fluorescence (KMESF) at 10 µM | 0.25% of 190,000 active | GSH beads flow cytometry, compound fluorescence 488/530 nm; active compounds read high | AID 1776, 2009; in the data active = fluorescence above about 89;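 also: glutathione beads carrying GST-tagged Bcl family fusion proteins plus one bare bead set; values are compound well signal with DMSO vehicle wells as background; inactives centre near 16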
# RGS7-Gao reg – RGS7-Galphao binding modulators, primary screen, biochemical, multiplexed bead flow cytometry | Guanine nucleotide-binding protein G(o) subunit alpha (Homo sapiens), P09471 | actives lie on both sides | binding response (% of control), % at 10 µM | 0.35% of 220,000 active; in the data active = binding response below about 49% or above about 150%; inconclusive = no clear call, values can overlap the other calls; inactive = in between;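 also: fluorescent Galphao held in activated GDP-AlF4 state binding bead-coupled RGS7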
# Target sequence (P09471 whole entry, looked up): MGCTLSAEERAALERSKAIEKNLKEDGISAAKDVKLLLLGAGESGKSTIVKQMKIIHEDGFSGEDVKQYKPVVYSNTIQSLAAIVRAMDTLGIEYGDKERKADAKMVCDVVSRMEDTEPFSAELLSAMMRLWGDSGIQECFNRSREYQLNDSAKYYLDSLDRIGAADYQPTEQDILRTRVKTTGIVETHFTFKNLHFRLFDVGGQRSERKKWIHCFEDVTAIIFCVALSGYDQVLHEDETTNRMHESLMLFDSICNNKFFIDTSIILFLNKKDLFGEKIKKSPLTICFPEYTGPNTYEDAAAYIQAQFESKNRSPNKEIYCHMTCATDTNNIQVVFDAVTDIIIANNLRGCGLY
# ABCG2 block – ABCG2 efflux pump inhibitors, primary screen, multiplex with ABCB1, IgMXP3 cells, flow cytometry | JC-1 efflux | inhibition, % at 6.6 µM | 0.1% of 190,000 active;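 active = inhibition above 80%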;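 also: 0% = DMSO and 100% = nicardipine control wells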
#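 Measure – % inhibition of efflux relative to nicardipine and DMSO · Test system – ABCG2 IgMXP3 and barcoded ABCB1 CCRF-Adr cell mix · Control set – nicardipine as high control, DMSO as low control · Compound – one concentration, 6.6 µM final · Signal – flow cytometry of retained JC-1 fluorescence · Timing – 10 min exposure at 25 °C with rotation, no wash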
# RGS8-Gao reg – RGS8-Galphao binding modulators, primary screen, biochemical, multiplexed bead flow cytometry; Guanine nucleotide-binding protein G(o) subunit alpha (Homo sapiens), P09471; actives lie on both sides; response (percent of control binding), % at 10 µM; 0.34% of 220,000 active; AID 1423, 2008; in the data active = response below about 60% or above about 140%; inactive = in between;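 also: Galphao activated as the GDP aluminium fluoride complex binding bead-coupled RGS8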
# ABCB1 inh – ABCB1 efflux pump inhibitors, primary screen, cell-based, multiplex, flow cytometry, ABCG2 counter-screen; ATP-dependent translocase ABCB1 (Homo sapiens), P08183; CCRF-Adr cells, JC-1 efflux; inhibition, % at 6.6 µM; 0.067% of 190,000 active; in the data active = inhibition above about 40%;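 also: 0% = vehicle and 100% = reference inhibitor; higher value means more JC-1 retained so stronger ABCB1 efflux block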
# Pf gamet viab – late stage P. falciparum gametocyte viability inhibitors, primary screen, ATP luminescence, HTS. P. falciparum stage V gametocytes, 24 h. inhibition, % at 10.9 µM. 0.065% of 150,000 active;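 active = inhibition above the mean plus 3 SD of compounds within the control limits, set per campaign, cut at about 38% in these data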;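 also: 0% = DMSO wells and 100% = medium only without gametocytes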
# Avidin bead fluor – green autofluorescence of compounds with avidin beads – biophysical, 488/530 nm, flow cytometry, artefact control, profiling panel; compound fluorescence 488/530 nm; active compounds read high; fluorescence (KMESF) at 10 µM; 0.38% of 220,000 active; in the data active = fluorescence above about 47; also: inactives centre near 10
# Mcl-1 Bim block – inhibitors of Bim peptide binding to Mcl-1, primary screen, biochemical, bead-based flow cytometry, multiplex. Bim peptide-Mcl-1 binding. inhibition, % at 10 µM. Induced myeloid leukemia cell differentiation protein Mcl-1 (Homo sapiens), Q07820. 0.1% of 190,000 active; in the data active = inhibition above about 40%;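 also: 0% = no compound tracer wells and 100% = peptide blocker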
# Target sequence (Q07820 whole entry, looked up): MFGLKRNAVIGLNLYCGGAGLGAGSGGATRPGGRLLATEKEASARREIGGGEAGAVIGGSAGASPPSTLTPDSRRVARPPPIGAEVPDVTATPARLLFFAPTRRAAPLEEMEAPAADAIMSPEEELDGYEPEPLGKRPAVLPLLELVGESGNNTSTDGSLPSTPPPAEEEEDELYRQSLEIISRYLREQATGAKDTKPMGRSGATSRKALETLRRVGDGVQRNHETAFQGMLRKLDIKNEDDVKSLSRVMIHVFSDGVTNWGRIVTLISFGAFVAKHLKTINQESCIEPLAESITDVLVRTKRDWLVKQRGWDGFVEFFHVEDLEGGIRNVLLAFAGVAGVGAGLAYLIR
# RGS4-Gao reg – modulators of RGS4 binding to Galphao, primary screen, biochemical, multiplexed bead flow cytometry; Guanine nucleotide-binding protein G(o) subunit alpha (Homo sapiens), P09471; actives lie on both sides; binding response (% of control), % at 10 µM; 0.33% of 220,000 active; AID 1415, 2008; in the data active = binding response below about 49% or above about 150%; inactive = in between;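 also: fluorescent Galphao activated with aluminum fluoride binding bead-coupled RGS4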
# Mcl1-Bid inh – Mcl-1/Bid binding inhibitors, primary screen, biochemical, TR-FRET, 1536-well; inhibition, % at 21.7 µM; 0.97% of 220,000 active; Induced myeloid leukemia cell differentiation protein Mcl-1 (Homo sapiens), Q07820; TR-FRET Mcl-1/Bid-Dy647 peptide binding;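 active = compounds that cut the binding signal by more than half at the single screening dose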;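 also: His-tagged Mcl-1 with europium anti-His antibody binding Bid BH3 peptide; 0% = Mcl-1 plus peptide wells and 100% = peptide-only wells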
# Mcl1-Noxa inh – Mcl-1/Noxa binding inhibitors, primary screen, biochemical, TR-FRET, 1536-well | inhibition, % at 21.7 µM | TR-FRET Mcl-1/Noxa peptide binding, 2 h | 1.5% of 220,000 active | Induced myeloid leukemia cell differentiation protein Mcl-1 (Homo sapiens), Q07820 | AID 1022, 2008;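 active = compounds that cut the protein-peptide binding signal by more than 50% relative to plate controls in a single-dose test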;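 also: His-tagged Mcl-1 with rhodamine Noxa BH3 peptide and terbium anti-His antibody; 0% = Mcl-1 plus Noxa peptide wells and 100% = peptide-only wells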
# Numbers without * were called inactive; u = inconclusive; x = no result given.
SMILES,GSH bead fluor,RGS7-Gao reg,ABCG2 block,RGS8-Gao reg,ABCB1 inh,Pf gamet viab,Avidin bead fluor,Mcl-1 Bim block,RGS4-Gao reg,Mcl1-Bid inh,Mcl1-Noxa inh
CC(=O)OCC(=O)N1N=C(c2ccc3ccccc3c2)CC1c1ccccc1 (stereo unspecified),20,106,4,104,0.5,-5,6,-1,103,5,-1
CN(CC(=O)N1CCCc2c1c(=O)oc1ccc(O)cc21)Cc1ccccc1,20,97,5,99,0.7,2,16,0,95,-38,0
NC(=S)N/N=C/c1coc2ccc(F)cc2c1=O,x,u,x,100,x,3,8,x,95,-69,11
Cc1cc2oc(=O)cc(CN3CCN(C/C=C/c4ccccc4)CC3)c2cc1O,9,103,3,102,1.0,-38,14,-3,108,-59,15
COc1ccc(C(CCN2CCN(c3ccccc3)CC2)c2c(O)cc(OC)cc2OC)cc1 (stereo unspecified),x,u,x,107,x,x,19,x,115,-97,-4
COC(=O)c1ccc(CSc2nc3sc(C)c(C)c3c(=O)[nH]2)cc1,x,u,x,99,x,-1,8,x,102,-29,26
CC1(C)C(=O)CC[C@]2(C)C3C(=O)C=C4[C@H]5C[C@@](C)(C(=O)O)CC[C@]5(C)CC[C@]4(C)[C@]3(C)CC[C@@H]12 (stereo partly specified),x,u,x,101,x,x,8,x,97,-56,-54
CCOCCCNC(=O)c1cc(Sc2nnc(C)s2)nc2ccccc12,x,u,x,106,x,5,5,x,111,0,12
Cc1cc(C)nc(N2CCCC(C(=O)Nc3ccc4c(c3)OCCO4)C2)n1 (stereo unspecified),12,100,1,98,0.2,4,34,4,100,2,10
CCn1c(CNC(=O)c2cccs2)nnc1SCC(=O)Nc1cc(Cl)ccc1C,16,105,2,99,0.5,x,46,0,104,-1,2
O=C1c2cccc(OCC(=O)N3CCCc4ccccc43)c2CCN1Cc1ccc(Br)cc1,12,88,11,94,2.1,x,6,-6,89,-56,-17
COc1cc(CC(=O)NCCc2ccc(OCc3ccccc3)cc2)c([N+](=O)[O-])cc1OC,31,94,2,94,0.6,25,6,0,95,0,3
Cc1cccc2nc(-c3ccccc3)nc(N3CCC(O)(c4ccc(Cl)cc4)CC3)c12,9,122,-4,108,0.5,x,1,0,120,10,6
CCOc1ccc(S(=O)(=O)NCCC(=O)OC(C)C(=O)N2CCc3ccccc32)cc1 (stereo unspecified),20,97,2,103,0.9,x,16,-1,99,-14,-2
O=C(CC(c1ccccc1)c1ccccc1O)N1CCCC1 (stereo unspecified),13,103,8,105,1.5,x,10,0,106,-18,14
O=C(CCC1N=C2c3ccccc3N=C(SCc3ccc(Cl)cc3)N2C1=O)NCc1ccco1 (stereo unspecified),24,101,-5,105,0.9,x,8,-4,102,6,14
COc1ccc(OC)c(NC(=O)CNC(=O)c2cccs2)c1,34,100,13,96,-0.5,-3,11,-6,98,-2,-21
CCSc1nnc(NC(=O)c2ccc3ccccc3n2)s1,18,112,7,123,0.6,x,8,-3,112,-23,-20
CC1CCCCN1S(=O)(=O)c1ccc(NC(=O)c2cccs2)cc1 (stereo unspecified),9,100,1,105,-0.2,x,28,21,106,-3,-14
COC(=O)c1ccc(Cl)c(NC(=O)CN(c2ccc3c(c2)OCO3)S(C)(=O)=O)c1,9,97,4,100,0.9,3,15,-2,92,-18,16
CCC1CSC(Nc2ccc(C(=O)/C=C/c3ccc(Br)cc3)cc2)=N1 (stereo unspecified),6,102,-3,100,0.1,9,4,4,100,31,38
O=[N+]([O-])c1cc(/C=N/N2CCN(Cc3ccccc3)CC2)ccc1Cl,16,u,26,95,0.3,x,8,-3,94,-41,1
NNC(=O)C(=O)Nc1ccc(Cl)c(Cl)c1,x,u,x,101,x,2,7,x,101,-11,-17
Cc1nc2ccccc2n1CCCOc1ccccc1,29,102,23,103,1.7,-29,5,2,102,17,9
Cc1cc(C)c(C(=O)CN2C(=O)NC3(CCCCC3)C2=O)cc1C,11,u,-2,100,-0.4,-9,13,-4,99,-9,12

# The last two compounds of the section above lead into the next:
SMILES,GSH bead fluor,RGS7-Gao reg,ABCG2 block,RGS8-Gao reg,ABCB1 inh,Pf gamet viab,Avidin bead fluor,Mcl-1 Bim block,RGS4-Gao reg,Mcl1-Bid inh,Mcl1-Noxa inh
Cc1nc2ccccc2n1CCCOc1ccccc1,29,102,23,103,1.7,-29,5,2,102,17,9
Cc1cc(C)c(C(=O)CN2C(=O)NC3(CCCCC3)C2=O)cc1C,11,u,-2,100,-0.4,-9,13,-4,99,-9,12
O=c1c([N+](=O)[O-])c(N2CCCCCC2)c2ccccc2n1-c1ccccc1,38,97,0,97,-0.1,x,6,0,99,0,4
COc1cccc(C(=O)N2CCN(C3CCN(Cc4ccccc4)CC3)CC2)c1OC,x,u,x,102,x,3,8,x,106,30,5
Cc1noc(C)c1COc1ccc(C(=O)OCC(=O)NC23CC4CC(CC(C4)C2)C3)cc1,16,100,9,105,2.1,x,8,0,102,10,9
COc1cc(NC(=O)C2CCCN(S(=O)(=O)c3ccc4c(c3)oc(=O)n4C)C2)cc(OC)c1 (stereo unspecified),20,98,4,99,0.7,x,8,0,95,-19,0
Cc1nn(-c2ccccc2)c(Cl)c1C(=O)Nc1nnc(C2CCCCC2)s1,12,100,2,101,1.4,x,36,-2,98,-8,-4
Cc1cc(C)c(C)c(S(=O)(=O)NCCCN2CCOCC2)c1C,28,109,1,115,0.5,3,7,0,107,-1,10
Cc1csc(-c2coc3cc(O)cc(C)c3c2=O)n1,33,102,3,102,0.2,x,10,-1,101,-3,-14
CC1CN(c2nnc(NC(=O)c3ccccc3)s2)CC(C)O1 (stereo unspecified),15,103,5,106,1.6,x,24,-5,107,-12,14
CCN1CCCC(NC(=O)c2scc3c2CCCC3)C1 (stereo unspecified),15,101,1,102,0.2,x,26,-3,99,-10,-46
CC1(c2ccc(OCC#N)cc2)C=C(c2ccc(OCC#N)cc2)n2nc(C(F)(F)F)nc2N1 (stereo unspecified),6,95,4,99,3.9,x,13,-4,100,-33,-3
CCCn1nnc(NC(=O)/C=C/c2ccccc2)n1,14,u,20,100,1.0,-10,11,0,101,-6,9
COc1ccc(Cl)cc1NC(=O)Cc1c(F)cccc1Cl,6,100,9,94,0.2,-20,1,-8,93,-19,3
O=C(c1ccccc1Oc1ccccc1)N1CCN(c2ccccc2)CC1,18,109,3,99,0.7,-14,12,0,104,-9,-6
O=C(Nc1ccc(Cc2ccncc2)cc1)C1CCC(N2C(=O)C3C4C=CC(C4)C3C2=O)CC1 (stereo unspecified),13,93,3,94,0.9,x,19,-4,91,-2,8
CCN(CC)c1ncnc2scc(C3COc4ccccc4O3)c12 (stereo unspecified),20,99,-1,101,0.0,x,20,-3,100,13,-2
COc1ccc(OCC(=O)Nc2cc(C)c(Cl)cc2OC)c([N+](=O)[O-])c1,9,99,20,107,0.6,22,9,-1,98,-6,-9
COc1cc(/C=C2\SC(=S)N(c3cccnc3)C2=O)ccc1O,x,u,x,96,x,11,5,x,93,42,37
O=S(=O)(c1ccc(OCC(O)CN2CCN(c3ccccc3)CC2)cc1)N1CCOCC1 (stereo unspecified),16,109,5,104,0.9,x,9,-2,105,-17,6
O=C(NN=C1CCCC1)C(=O)Nc1cccc(C(F)(F)F)c1,33,94,12,102,-1.0,9,15,-5,96,-9,3
CCOC(=O)Nc1ccc(S(=O)(=O)NCc2ccccc2)cc1,62,100,1,100,0.5,4,9,0,100,-17,-8
CCCC1(CCC)C(=O)NC(=NCCc2ccc(OC)c(OC)c2)NC1=O,14,105,1,100,-0.2,-8,6,18,102,-8,11
O=C(NCCN1CCOCC1)Nc1ccc(Cl)cc1Cl,17,99,5,104,0.8,x,16,0,99,-3,-14
CSc1ncccc1C(=O)Nc1nc2ccc(S(C)(=O)=O)cc2s1,10,102,7,103,1.0,-8,11,0,104,-10,-5
O=C(CC1S/C(=N/N=C/c2c[nH]c3ccccc23)NC1=O)Nc1ccccc1 (stereo unspecified),6,105,6,97,0.6,12,7,-3,107,56*,61*
COc1ccc2c(c1)c1ncn(CCN3CCCC3)c(=O)c1n2C,18,102,0,103,0.1,-33,5,7,102,-13,5

# Other results follow:
SMILES,GSH bead fluor,RGS7-Gao reg,ABCG2 block,RGS8-Gao reg,ABCB1 inh,Pf gamet viab,Avidin bead fluor,Mcl-1 Bim block,RGS4-Gao reg,Mcl1-Bid inh,Mcl1-Noxa inh
CCCCNS(=O)(=O)c1ccc2nc(-c3cccnc3)cc(C(=O)NC(C)C)c2c1,12,103,5,101,-0.2,x,6,0,103,-10,8
Cn1c2ccccc2c(=O)c2c(O)cccc21,23,97,6,99,0.1,x,10,0,98,-9,8
CN(N)C(=S)Nc1ccc(Cl)cc1,8,100,0,104,-0.1,8,22,0,102,-10,-12
CC/C(=N/N=C(\CC)c1ccccc1)c1ccccc1,5,98,5,98,0.6,-37,12,-1,96,4,40
Cc1nn(Cc2ccc(Cl)c(Cl)c2)c(C)c1NC(=O)c1sc2ccccc2c1Cl,32,97,38,99,1.6,x,13,0,97,22,24
CC12CC(NC(=O)N1CCc1ccccc1)c1cc(Cl)ccc1O2 (stereo unspecified),19,102,-4,101,0.0,x,35,-6,102,4,18
Cc1cccc(Oc2cnn(C(C)(C)C)c(=O)c2Cl)c1,16,97,0,100,0.0,13,8,0,100,0,6
O=C1CC(C(F)(F)C(F)(F)C(F)(F)C(F)(F)F)=Nc2ccccc2N1,19,102,1,102,0.4,x,6,-1,102,6,2
N#Cc1ccsc1NC(=O)COC(=O)c1cc2ccccc2cc1O,6,97,3,100,0.3,16,14,0,103,-21,24
CCOC(=O)c1nsnc1NCCSC(=N)N,8,99,0,82,0.4,-4,1,-3,98,-3,1
COc1ccccc1NC(=S)N(CCCN1CCOCC1)Cc1ccccn1,14,99,-1,99,-0.1,x,12,-2,70,-37,6
NC(=S)NC(=O)c1ccccc1,x,u,x,103,x,x,7,x,99,-31,1
CCCCNC(=O)CCCn1c(=S)[nH]c2cc3c(cc2c1=O)OCO3,13,103,7,102,0.5,1,26,-2,100,-22,18
CCOc1cc(S(=O)(=O)n2nc(C)cc2C)ccc1Br,10,97,2,101,2.2,-3,2,0,99,-30,4
Cc1cc(NC(=O)COc2cccc3cccnc23)no1,17,96,11,102,0.5,x,6,-5,98,-42,38

# An unsorted share of the library, and some 3.3% of all compounds hit somewhere here.
